M1 antag: antagonists of human M1 muscarinic receptor; P11229; CHO-K1 hM1, Fluo-8 calcium fluorescence, ACh EC80 antagonist; inhibition, % at 3 µM; hit rate 1.3% among 360,000; AID 588852;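 active means percent inhibition above its own plate's cutoff, namely the mean of that plate's compound wells plus 3 SD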;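 further: peak over basal fluorescence ratio during 140 s after agonist addition; 0% = ACh EC80 plus DMSO and 100% = DMSO alone without agonist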
Target sequence (P11229 whole entry, looked up): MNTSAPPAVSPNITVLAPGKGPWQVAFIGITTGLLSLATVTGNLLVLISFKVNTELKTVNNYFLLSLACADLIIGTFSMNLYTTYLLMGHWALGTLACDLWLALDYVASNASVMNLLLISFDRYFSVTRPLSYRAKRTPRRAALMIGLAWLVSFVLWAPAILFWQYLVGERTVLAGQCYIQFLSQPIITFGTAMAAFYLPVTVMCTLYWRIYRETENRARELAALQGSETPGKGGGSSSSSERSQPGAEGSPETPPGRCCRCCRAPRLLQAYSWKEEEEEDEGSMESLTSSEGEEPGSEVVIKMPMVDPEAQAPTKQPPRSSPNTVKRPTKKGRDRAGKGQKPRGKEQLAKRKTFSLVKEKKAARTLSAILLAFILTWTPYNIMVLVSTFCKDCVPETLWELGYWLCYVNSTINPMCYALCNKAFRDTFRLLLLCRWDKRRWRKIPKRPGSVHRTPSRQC
CHRM5 agonist: agonists of human muscarinic M5 receptor (CHRM5). P08912. CHO-K1 hM5 cells, Fluo-8 calcium fluorescence; 0% DMSO wells, 100% maximal acetylcholine response. activation, % at 3 µM. hit rate 0.19% among 360,000. AID 624037;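 active means activation above the run's mean over test compounds plus 3 SD, cut at about 23% in these data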;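 further: signal is peak over basal fluorescence ratio across the kinetic read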
M1 PAM: positive allosteric modulators of human M1 muscarinic receptor. activation, % at 3 µM. P11229. CHO-K1 hM1, Fluo-8 calcium fluorescence, ACh EC20; 0% = ACh EC20, 100% = maximal ACh. hit rate 0.088% among 360,000; in the data active means activation above about 19%, passing the limit was not always enough
CHRM5 PAM: CHRM5 positive allosteric modulation; AID 624038; activation, % at 3 µM; CHO-K1 hM5, Fluo-8 calcium, ACh EC20 PAM; 0% = ACh EC20, 100% = ACh EC100; P08912; hit rate 0.3% among 360,000;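 active means activation above the run cutoff, the mean activation of all test compounds plus 3 SD, cut at about 18% in these data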
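Assay system: CHO-K1 hM5 cells. Also added: acetylcholine at EC20 concentration, added after compound. Dosing: 3 µM, single dose. Times: compound preincubation 140 s before EC20 acetylcholine addition. Signal: Fluo-8 calcium fluorescence. Measure: % activation relative to EC20 and EC100 ACh responses. Repeats: singlicate, one well per test compound.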
M5 antag: blocks acetylcholine activation of human M5 receptor; AID 624040; inhibition, % at 3 µM; hit rate 0.59% among 360,000; CHO-hM5 cells, Fluo-8 calcium fluorescence, ACh EC80;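 active means inhibition above a per-plate cutoff, the mean of that plate's test compounds plus 3 SD, cut at about 27% in these data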;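 further: 0% = acetylcholine EC80 with DMSO and 100% = DMSO without agonist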
TAAR1 agonist: agonists of human TAAR1; Q96RJ0; CHO RD-HGA16 TAAR1, Fluo-8 calcium fluorescence; vehicle wells 0%, saturating PEA agonist 100%; activation, % at 3 µM; hit rate 0.99% among 360,000; AID 624467;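 active means activation above the mean activation of all test compounds in the run plus 3 SD, cut at about 38% in these data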
Target sequence (Q96RJ0 whole entry, looked up): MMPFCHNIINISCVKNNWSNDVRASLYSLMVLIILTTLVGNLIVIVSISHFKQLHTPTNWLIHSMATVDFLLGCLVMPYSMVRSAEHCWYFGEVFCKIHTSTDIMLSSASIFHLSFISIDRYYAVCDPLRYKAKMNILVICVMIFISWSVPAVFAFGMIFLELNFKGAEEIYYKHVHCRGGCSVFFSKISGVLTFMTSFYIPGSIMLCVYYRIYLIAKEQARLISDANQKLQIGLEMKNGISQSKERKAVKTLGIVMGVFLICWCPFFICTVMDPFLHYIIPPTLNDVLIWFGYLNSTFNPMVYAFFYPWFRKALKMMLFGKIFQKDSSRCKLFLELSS
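Signal – calcium-sensitive Fluo-8 signal, excitation 470-495, emission 515-575 nm · System – RD-HGA16 (CHO) cells co-expressing Gα16 and hTAAR1 · Incubation – 17-24 h seeding, 75 min 37 °C dye, 30 min RT · Compound dosing – 3 µM single concentration · Repeats – no replicates (n 1)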
CHRM4 antagonist: antagonists of human muscarinic M4 receptor (CHRM4). P08173. CHO-hM4 cells, ACh EC80, Fluo-8 calcium fluorescence. inhibition, % at 3 µM. hit rate 0.73% among 360,000. AID 624125;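 active means inhibition above its plate's cutoff, the mean inhibition of sample wells plus 3 SD, cut at about 27% in these data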;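 further: 0% = acetylcholine EC80 with DMSO and 100% = DMSO without agonist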
CHRM4 agonist: CHRM4 agonism in calcium assay; P08173; CHO-K1 hM4/Gqi5, Fluo-8 calcium fluorescence; vehicle 0%, full acetylcholine response 100%; activation, % at 3 µM; hit rate 0.14% among 360,000;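 active means activation above the run mean over all test wells plus 3 SD, cut at about 32% in these data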;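 further: peak over basal fluorescence ratio per well then scaled between controls; 0% = DMSO wells and 100% = acetylcholine at EC100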
CHRM1 agonist: activates human CHRM1 receptor. CHO-K1 hM1, Fluo-8 calcium fluorescence, agonist mode; 0% DMSO, 100% acetylcholine EC100. activation, % at 3 µM. AID 588814. hit rate 0.33% among 360,000;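 active means activation above the run's mean compound activation plus 3 SD, cut at about 16% in these data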;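 further: peak over basal fluorescence ratio within a 140 s kinetic read after compound addition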
Numbers without * were called inactive; x = no result given. Not all compounds are listed; the hit share may differ from the screen's.

SMILES	M1 antag	CHRM5 agonist	M1 PAM	CHRM5 PAM	M5 antag	TAAR1 agonist	CHRM4 antagonist	CHRM4 agonist	CHRM1 agonist
CCc1nc(SCC(=O)Nc2cc(C)on2)n[nH]1	-4	-3	4	2	-4	3	0	0	-1
CC(C)C[C@H](NC(=O)CC[C@H]1O[C@@H](n2ccc(=O)[nH]c2=O)[C@H](O)[C@@H]1O)C(=O)O	-17	2	0	6	4	0	1	1	-2
COc1cc(Br)c(S(=O)(=O)Nc2c(C)n(C)n(-c3ccccc3)c2=O)cc1OC	-15	2	9	0	0	8	-1	2	-2
O=C(Cn1cc(C(=O)C2CC2)c2ccccc21)Nc1ccccc1Cl	3	2	1	-5	11	6	-6	2	-1
CCOC(=O)C1CCN(C(=O)c2cccc(NS(=O)(=O)c3ccc(F)c(F)c3)c2)CC1	-6	-3	10	3	7	2	-3	1	-2
COc1ccccc1NC(=O)C1CCOC1=O (stereo unspecified)	-8	1	10	7	1	2	3	0	-2
CC(NC(=O)c1ccco1)c1ccc2c(c1)OCCO2 (stereo unspecified)	-3	-1	4	-2	-6	6	-4	1	-1
COc1ccc(NC(=O)CSc2nncs2)cc1S(=O)(=O)N1CCCCC1	9	3	-2	8	-5	12	6	3	-5
C/C(CC(=O)Nc1ccc(Cl)cc1Cl)=N\NC(=O)C(=O)NCCO	-6	-2	12	7	-6	-1	0	0	-5
CCOCCCN(C(=O)Cn1nnc(-c2ccc(C)o2)n1)C(C(=O)NC1CCCC1)c1ccc(C)o1 (stereo unspecified)	-9	-2	11	2	9	0	-29	1	-4
O=C(Nc1ccc(O)c2c(=O)cc(-c3cccc(Cl)c3)oc12)c1cccc(Cl)c1	-9	-1	8	-3	5	1	-5	0	-2
Nn1cnc2c([nH]c3ccccc32)c1=O	12	-1	-8	-1	1	0	4	1	-9
CCCN(C(=O)Cn1c(C(F)(F)F)nc2ccccc21)C1CCS(=O)(=O)C1 (stereo unspecified)	-2	0	0	-3	9	2	-5	4	-3
COc1cccc(-c2ccc(NC(=O)C3CCCN(Cc4cnc(N(C)C)s4)C3)cc2)c1 (stereo unspecified)	6	2	-3	-2	3	63*	1	12	4
O=C1CN(C(=O)COC(=O)/C=C/c2ccco2)c2ccccc2N1	-13	2	10	1	3	1	7	2	-3
Cc1ccccc1-c1nc(S(=O)(=O)c2ccc(Cl)cc2)c(NCCN2CCOCC2)o1	0	4	5	1	-10	6	-10	2	-5
COc1ccc(N2CC(C(=O)Nc3nc4ccc(F)cc4s3)CC2=O)c(OC)c1 (stereo unspecified)	3	-2	2	-5	14	17	9	9	0
COc1ccc(-c2c(C)n([O-])c(C)c(-c3ccccc3)[n+]2=O)cc1OC	-1	2	1	1	-5	6	-4	2	-1
O=C(CSCc1ccc(F)cc1)NCc1ccco1	3	-1	10	-2	2	2	3	0	1
CCOc1ccc(N/C=C\C(=O)c2ccc3c(c2)OCO3)cc1	-8	-2	3	0	5	8	8	0	-5
Cc1cccc(NC(=O)C(C)N2C(=O)C3C4CC(C(Br)C4Br)C3C2=O)c1 (stereo unspecified)	-5	4	3	10	-1	50*	12	12	-3
O=C1CN(C(=O)/C=C/c2cc(Br)ccc2F)CCN1	-8	-1	7	6	-8	-2	-25	0	-2
CC(=O)Nc1ccc(NC(=O)c2ccc(COc3ccc(C)cc3)o2)cc1	6	3	-3	-7	-2	8	3	7	-2
CC(C)NC(=O)CN(Cc1ccccc1)S(=O)(=O)c1ccccc1	-1	2	1	-2	1	3	-3	2	-3
COc1ccc(CCNC(=O)C(=O)c2c(C)n(C)c3ccccc23)cc1OC	-12	0	5	-1	-9	2	-6	4	-1

Next entries:
SMILES	M1 antag	CHRM5 agonist	M1 PAM	CHRM5 PAM	M5 antag	TAAR1 agonist	CHRM4 antagonist	CHRM4 agonist	CHRM1 agonist
O=C(CCC(=O)N1CCN(S(=O)(=O)c2cccc(F)c2)CC1)c1cccs1	-3	-2	7	3	3	1	-2	2	-6
CC(C)(C)c1ccc(/C=C/C(=O)Nc2ncccn2)cc1	-3	-4	2	-2	10	6	1	1	-9
Cn1c(O)c(N=NC(=O)Cn2c(C(F)(F)F)nc3ccccc32)c2ccccc21	12	-2	1	-6	1	5	8	2	-5
COc1cccc(-c2nnc(NC(=O)CCS(=O)(=O)c3ccc(F)cc3)o2)c1	-19	0	7	7	-10	0	-9	2	-2
Fc1ccc(NC(=S)NCc2ccc3c(c2)OCO3)cc1	-8	0	-8	-12	10	8	-1	6	-3
O=C(Oc1cccnc1)c1cccc(Cl)c1	-23	3	8	2	2	23	8	1	0
Cc1c(C(=O)NC(=S)NCc2cccnc2)oc2ccccc12	-4	-4	9	9	-3	3	-15	1	-4
O=C(CN1CCc2cc3c(cc2C1)OCCCO3)Nc1ccc(F)cc1	1	-1	-5	-7	9	2	-9	3	-4
NC(=O)CC(NC(=O)Cc1ccc(Br)cc1)c1ccc(NCCN2CCOCC2)c([N+](=O)[O-])c1 (stereo unspecified)	-6	4	7	9	5	6	-3	0	-2
Cc1cc2c(=O)n(CC(=O)N3CCN(c4ccc(F)cc4)CC3)cnc2s1	-6	-3	3	-4	-4	6	-4	0	-5
Cc1cc2[nH]cnc2c([N+](=O)[O-])c1C	2	-1	1	7	0	0	-2	0	-3
Cc1cccc(C(=O)OCC(=O)c2csc(N3CCCCC3)n2)c1[N+](=O)[O-]	16	-5	-13	-15	17	7	6	14	-2
CN(C)S(=O)(=O)c1ccc(NC(=O)Cn2c(-c3ccccc3)noc2=O)cc1	-31	0	1	-7	-4	0	-16	3	-3
COCCn1c(SCCN2CCOCC2)nc2c1c(=O)[nH]c(=O)n2C	-1	1	6	-3	0	1	-1	0	-4
COc1ccc(C2=NOC(C(=O)Nc3ccc4c(c3)OCCO4)C2)cc1OC (stereo unspecified)	-15	-2	13	-6	7	1	6	1	-2
COc1cc2cc(C(c3nnnn3C3CCCCC3)N(C)C3CCCCC3)c(=O)[nH]c2cc1OC (stereo unspecified)	-3	0	1	-6	-2	x	30*	-2	-4
COc1ccc(CCn2nnnc2C(CC(C)C)N2CCC(C(N)=O)CC2)cc1OC (stereo unspecified)	-28	-2	3	15	-5	1	2	0	-3
C=CCn1c(COc2ccccc2)nc2ccccc21	-8	-1	-2	1	1	-3	8	0	-7
Cc1sc2nc(CSc3nnc(Cc4cccs4)n3C3CCCCC3)[nH]c(=O)c2c1C	1	-5	-1	2	-3	12	3	-1	-4
Cc1cc(C(=O)NN)c(Cl)cc1Cl	-8	-6	6	-1	-5	7	1	-2	-4
Cc1noc(C)c1NC(=O)N(C)C[C@@H]1Oc2ncc(C#CC3CC3)cc2C(=O)N([C@@H](C)CO)C[C@@H]1C	-6	-1	4	1	1	0	6	1	-4
O=c1[nH]c2ccc(S(=O)(=O)NCc3ccccc3)cc2[nH]1	3	-6	-1	-8	0	12	2	0	-6
O=C(Cc1ccc([N+](=O)[O-])cc1)Nc1cc(C(F)(F)F)cc(C(F)(F)F)c1	29	-1	-13	-14	19	2	7	8	0
C=CCNC1=C(Cl)C(=O)N(Cc2ccccc2)C1=O	-14	-6	5	-2	8	-3	1	1	-8
O=C(c1ccc2noc(-c3ccccc3)c2c1)N1CCN(c2ccccc2)CC1	-2	0	0	-4	4	1	-5	4	-7

Look-ups from above.
Reading of `COc1ccc(N2CC(C(=O)Nc3nc4ccc(F)cc4s3)CC2=O)c(OC)c1` (stereo unspecified) under M5 antag: 14
Reading of `O=C(Cc1ccc([N+](=O)[O-])cc1)Nc1cc(C(F)(F)F)cc(C(F)(F)F)c1` under CHRM4 antagonist: 7

An excerpt of these results, as labelled records.
Cc1c(C(=O)NC(=S)NCc2cccnc2)oc2ccccc12
- M1 antag: -4
- CHRM5 agonist: -4
- M1 PAM: 9
- CHRM5 PAM: 9
- M5 antag: -3
- TAAR1 agonist: 3
- CHRM4 antagonist: -15
- CHRM4 agonist: 1
- CHRM1 agonist: -4

O=C(Cn1cc(C(=O)C2CC2)c2ccccc21)Nc1ccccc1Cl
- M1 antag: 3
- CHRM5 agonist: 2
- M1 PAM: 1
- CHRM5 PAM: -5
- M5 antag: 11
- TAAR1 agonist: 6
- CHRM4 antagonist: -6
- CHRM4 agonist: 2
- CHRM1 agonist: -1

Carrying on:
SMILES	M1 antag	CHRM5 agonist	M1 PAM	CHRM5 PAM	M5 antag	TAAR1 agonist	CHRM4 antagonist	CHRM4 agonist	CHRM1 agonist
COc1ccc(/C(C)=N/Nc2nccnc2Cl)cc1	2	-3	4	8	6	5	14	-1	-5
O=C(Nc1ccc(Cl)cc1)C1Cc2c(-c3cccc(F)c3)ccnc2O1 (stereo unspecified)	-4	-1	3	-3	5	2	12	1	-3
CC(C)OCCCNC(=O)c1cc(-c2cccs2)nc2ccccc12	12	2	-5	-12	12	17	8	20	-4
O=C(CCc1nc(-c2ccccc2F)no1)Nc1ccc(Oc2ccccc2)cc1	16	4	-11	-13	25	12	16	10	0
CCOC(=O)N1CCC(NS(=O)(=O)c2cc3c(cc2C)NC(=O)CO3)CC1	4	1	4	-3	-1	4	3	1	-1
COc1ccccc1CC(=O)N1CCC(CCC(=O)NC2CC2)CC1	-2	1	9	7	0	2	0	1	-1
Cc1ccc2nc(SCC(=O)c3ccc4c(c3)OCO4)[nH]c2c1	2	1	-1	4	-8	5	0	3	-5
NC(=O)C1=C[C@@H](c2csc3ccccc23)C[C@@H](OCc2ccc(CO)cc2)O1	-2	1	10	-8	12	22	4	x	-1
O=C1CN=C(Nc2ccccc2)N1Cc1cccs1	-12	-10	12	1	4	9	3	0	-3
COc1cccc2c(=O)n(CC(=O)NC3CCCCC3)ccc12	-9	-1	6	1	0	1	-5	1	-3
C=CCSC1=N/C(=C\c2sccc2C)C(=O)S1	-2	-1	4	2	1	5	2	-1	-6
